# Source: PubChem (several laboratories)
# dFosB act = activators of delta FosB homodimer, primary screen, biochemical, fluorescence polarization, TAMRA-CDK5 oligo, single point; AID 493131, 2011; 340,000 tested, 0.99% active; Protein FosB (Mus musculus), P13346; activation, % at 25 µM; purified delta FosB; percent of positive-control signal above neutral wells;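 active means mean activation above about 17%, with every replicate also reaching it, limit read from the data, passing the limit was not always enough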;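 further: fluorescence polarization rise as delta FosB binds a TAMRA Cdk5 AP-1 oligo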
# SUMO Mot1 rescue = yeast Mot1-301 growth rescue at high temperature, primary screen, SUMOylation pathway inhibitor project, S. cerevisiae, ATP luminescence, 38.5C. 320,000 tested, 1% active. S. cerevisiae Mot1-301 growth rescue; percent above DMSO median, 100 means doubled. growth rescue, % at 18.8 µM. AID 2716, 2010;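 active means every valid replicate shows activation above 250% relative to neutral control wells; inactive means the rest, any valid replicate at or below 250%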;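 further: OY570 slx delta 5 strain wells were the positive control but not used for scaling; some compounds called inactive have numbers as strong as hits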
# Arrestin-AP2 inh = inhibitors of beta-arrestin/AP2 binding, primary screen, biochemical, GPCR trafficking, flow cytometry; beta-arrestin 1 C-terminal peptide binding to AP2 beta2-adaptin appendage (human); FITC-arrestin peptide / GST-AP2 beads; AP2 beta2 appendage carries R879A mutation; inhibition, % at 10 µM; 340,000 tested, 0.31% active;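 active means inhibition above a set limit, near 3 SD of compounds lacking own fluorescence, cut at about 54% in these data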;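 further: plate controls were DMSO wells for no effect and 5 µM unlabelled arrestin peptide for full effect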
#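 Material – GST-tagged AP2 beta2-adaptin appendage (R879A) on 4 µm glutathione beads · Probe or stimulus – fluorescein-tagged arrestin peptide at 50 nM final · Timing – 12 min plus 1 h, RT · Detection – bead flow cytometry, FITC channel · Read-out basis – inhibition as reduced fluorescein signal on beads, percent · Medium – PBS plus Tween 20 (0.05%) and BSA (0.1%)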
# SR-BI HDL uptake = inhibitors of SR-BI mediated HDL lipid uptake, primary screen, ldlA[mSR-BI] cells, fluorescence, single point; AID 488896, 2010; 320,000 tested, 0.96% active; ldlA[mSR-BI] CHO cells, DiI-HDL uptake fluorescence, 3 h; inhibition, % at 12.5 µM; Scavenger receptor class B member 1 (Mus musculus), Q61009;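 active means mean replicate inhibition of at least 70% and a set share of replicates each scoring 70 or more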;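 further: 0% = median of neutral control wells and 100% = median of positive control wells; values of inactives mirror those of a sister screen read the other way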
# PKA-R1A activ = activators of PKA-R1A holoenzyme, primary screen, biochemical, fluorescence polarization, Cy5-IP20, bovine R1A, mouse PKAc; cAMP-dependent protein kinase type I-alpha regulatory subunit (Bos taurus) + …; PKA-R1A dissociation; scaled: DMSO 0%, 113 µM cGMP 100%; activation, % at 11.4 µM; 340,000 tested, 0.083% active; AID 504707, 2011;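 active means percent activation above the mean of all tested compounds plus 3 SD, cut at about 19% in these data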;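 further: higher means more PKAc released from R1A so a rise in polarization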
# SR-BI DiI-HDL act = activators of SR-BI mediated DiI-HDL uptake, primary screen, ldlA[mSR-BI] CHO cells, DiI fluorescence; 3 h; 100 = double the neutral-control signal; activation, % at 12.5 µM; 320,000 tested, 0.096% active;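 active means mean replicate activation of at least 60% and every replicate at or above 60%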;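 further: 0% = median plate neutral-control signal and 100% = twice that signal; values of inactives mirror those of a sister screen read the other way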
#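 System: LDL receptor-deficient CHO ldlA cells overexpressing murine SR-BI | Timing: 3 h uptake period with compound, 37 °C | Medium: HEPES-buffered (25 mM, pH 7.4) F12 plus 0.5% BSA | Dosing: Single-point compound dose | Signal: Bottom-read fluorescence, 550/595 nm | Read-out: Retained DiI signal reflecting DiI-HDL uptake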
# CDK5 p35 inh = inhibitors of human CDK5/p35 kinase, primary screen, biochemical, single concentration. Recombinant CDK5/p35, ADP-Glo luminescence, 60 min. inhibition, % at 10 µM. 330,000 tested, 0.01% active. AID 488839, 2010;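 active means highest replicate inhibition of at least 50% and at least 75% of replicates reaching 50%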;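 further: plate controls were DMSO neutral control for no effect and GW8510 at 10 µM for full effect; many of its hits are not listed in these tables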
# Pemphigus Ab inh = inhibitors of pemphigus antibody binding to DSG3, primary screen, biochemical, bead-based, flow cytometry, scFv-GFP | 310,000 tested, 0.48% active | Desmoglein-3 (Homo sapiens), P32926 | DSG3-coupled beads, scFv-anti-DSG3-GFP binding; stronger effect = lower value | binding (percent of control), % at 10 µM | AID 588358, 2011;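 active means binding more than 3 SD below its plate's average and above zero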;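 further: hits lower antibody fragment binding to DSG3; some compounds called inactive have numbers as strong as hits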
# MITF TRPM1 HTS = activators of MITF-driven TRPM1 promoter reporter, primary screen, cell-based, SK-MEL-5, luciferase, single point | activation, % at 12.5 µM | AID 588334, 2011 | SK-MEL-5 TRPM1-promoter luciferase, 24 h; % of positive control, neutral wells = 0 | 300,000 tested, 0.75% active;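 active means mean activation of at least 80% with every replicate also reaching 80%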;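 further: 0% = neutral control wells and 100% = parthenolide positive control wells; values of inactives mirror those of a sister screen read the other way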
# NSD2 inh = NSD2 histone methyltransferase inhibitors, primary screen, biochemical, AlphaScreen, single concentration, set 2; Histone-lysine N-methyltransferase NSD2 (Homo sapiens), O96028; NSD2 peptide methylation, 120 min; inhibition, % at 12.5 µM; 310,000 tested, 0.54% active; AID 743445, 2014; in the data active means inhibition above about 50%
# Target sequence (O96028 whole entry, looked up): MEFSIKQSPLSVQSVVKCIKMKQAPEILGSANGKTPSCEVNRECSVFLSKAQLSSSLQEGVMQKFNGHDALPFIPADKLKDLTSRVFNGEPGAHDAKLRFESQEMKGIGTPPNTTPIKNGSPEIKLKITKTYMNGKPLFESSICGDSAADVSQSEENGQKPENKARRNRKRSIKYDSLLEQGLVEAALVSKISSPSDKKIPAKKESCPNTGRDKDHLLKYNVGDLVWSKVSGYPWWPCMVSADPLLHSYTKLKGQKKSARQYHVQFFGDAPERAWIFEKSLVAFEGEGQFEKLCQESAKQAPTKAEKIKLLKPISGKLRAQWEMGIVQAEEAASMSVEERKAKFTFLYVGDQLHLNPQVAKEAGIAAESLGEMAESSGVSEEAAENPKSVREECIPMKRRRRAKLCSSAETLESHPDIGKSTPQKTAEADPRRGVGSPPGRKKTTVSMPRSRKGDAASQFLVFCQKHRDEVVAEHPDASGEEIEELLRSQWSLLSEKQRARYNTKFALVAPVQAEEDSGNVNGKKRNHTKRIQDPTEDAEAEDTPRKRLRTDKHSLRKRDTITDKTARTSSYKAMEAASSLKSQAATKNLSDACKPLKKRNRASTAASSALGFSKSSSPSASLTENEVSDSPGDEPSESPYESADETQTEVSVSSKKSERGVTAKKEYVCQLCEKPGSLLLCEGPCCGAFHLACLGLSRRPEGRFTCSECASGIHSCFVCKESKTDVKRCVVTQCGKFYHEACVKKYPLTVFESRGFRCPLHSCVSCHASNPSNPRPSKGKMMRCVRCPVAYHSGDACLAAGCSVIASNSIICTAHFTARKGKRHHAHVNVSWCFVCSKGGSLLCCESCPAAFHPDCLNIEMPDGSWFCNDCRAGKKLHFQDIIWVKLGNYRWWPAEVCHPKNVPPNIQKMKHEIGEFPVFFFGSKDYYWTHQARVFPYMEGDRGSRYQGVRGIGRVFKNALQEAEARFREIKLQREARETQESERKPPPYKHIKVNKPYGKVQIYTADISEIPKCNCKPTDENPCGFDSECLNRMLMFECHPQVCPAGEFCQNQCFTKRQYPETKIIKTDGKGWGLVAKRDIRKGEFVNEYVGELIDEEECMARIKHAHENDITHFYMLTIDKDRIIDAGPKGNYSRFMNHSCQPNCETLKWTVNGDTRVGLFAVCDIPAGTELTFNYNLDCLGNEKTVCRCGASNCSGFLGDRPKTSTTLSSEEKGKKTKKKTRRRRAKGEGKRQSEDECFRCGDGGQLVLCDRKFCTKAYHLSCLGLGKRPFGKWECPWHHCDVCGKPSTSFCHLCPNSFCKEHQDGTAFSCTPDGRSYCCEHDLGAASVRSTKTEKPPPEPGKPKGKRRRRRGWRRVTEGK
# PKA-R2B act = activators of PKA-R2B holoenzyme, primary screen, biochemical, fluorescence polarization, Cy5-IP20, human | cAMP-dependent protein kinase catalytic subunit beta (Homo sapiens) + cAMP-dependent … | PKA-R2B holoenzyme dissociation; R2B truncated from residue 108, S112A mutant; 0% DMSO only, 100% 113 µM cGMP | activation, % at 11.4 µM | 340,000 tested, 0.079% active | AID 504700, 2011;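 active means activation above a cutoff set at the mean over all compounds plus 3 SD, cut at about 18% in these data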;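 further: higher means more holoenzyme dissociation and a rise in polarization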
# An asterisk follows results filed as active; · = no result given.
# Order of values – dFosB act	SUMO Mot1 rescue	Arrestin-AP2 inh	SR-BI HDL uptake	PKA-R1A activ	SR-BI DiI-HDL act	CDK5 p35 inh	Pemphigus Ab inh	MITF TRPM1 HTS	NSD2 inh	PKA-R2B act
COc1cc(OC)cc(C(=O)NCCSC2CCCCC2)c1
  -16	-1	37	60	-5	-60	-3.0	100	6	3	5
N#Cc1ccc(C(=O)N(Cc2ccco2)c2c(N)n(Cc3ccccc3)c(=O)[nH]c2=O)cc1
  -5	·	-9	-35	-15	35	0.6	106	-5	4	11
C[C@@H](NCCc1ccc(O)cc1)[C@@H](O)c1ccc(O)cc1
  -1	-7	5	-5	-17	5	0.5	98	13	·	-4
COCCSc1nnc(NC(=O)CSc2ccccc2)s1
  -8	120	-10	0	10	0	1.5	96	3	-1	-1
Cc1onc(-c2c(Cl)cccc2Cl)c1C(=O)c1c[nH]c(C(=O)NCC2CCCO2)c1 (stereo not drawn)
  -8	1	52	-3	-1	3	0.1	·	3	0	0
C=CCN(c1ccccc1)S(=O)(=O)c1cccc(C(=O)NCc2ccncc2)c1
  -11	13	-5	-14	2	14	-1.0	98	7	-3	-7
COc1ccc(NC(=O)NC2(C(=O)N3CCCCCC3)CCCCC2)cc1
  -2	-2	-4	-12	7	12	-1.5	99	1	-4	-16
CC(C)c1ccccc1NC(=O)Nc1ccc2c(c1)OCO2
  -9	160	-9	-4	-8	4	0.0	108	11	-1	3
CC(C)C(=O)N1CCN(c2ccccc2N)CC1
  2	18	10	-6	1	6	-0.6	99	-17	·	-10
CCN1C(=O)C(CC(=O)Nc2cccc(C(C)=O)c2)S/C1=N\c1ccccn1 (stereo not drawn)
  -10	-9	-2	68	2	-68	-0.4	87	13	-1	-5
N#Cc1ccc(NC(=O)C2CC(c3ccc(F)cc3)=NO2)cc1 (stereo not drawn)
  -3	-9	-5	-2	-10	2	-2.5	105	-1	1	7
O=C(NC1CCN(C(=O)N2CCOCC2)CC1)c1ccccc1
  11	15	-2	-5	-9	5	0.8	99	-4	-3	16
Cc1ccc(S(=O)(=O)N(C)CC(=O)Nc2ncccc2C)cc1
  0	129	-7	-20	-8	20	0.2	100	4	-3	-14
COc1ccccc1N1CCSC1C(N)=O (stereo not drawn)
  -4	589	-4	-19	6	19	1.1	·	·	7	1
N#Cc1ccc(OCc2cccc(S(=O)(=O)N3CCOCC3)c2)cc1
  -5	-6	13	4	4	-4	0.9	104	-9	0	10
COc1cc2c(cc1OC)C(=O)Cc1ccc3c(c1CN(C)CC2)OCO3
  0	-13	0	-33	1	33	-1.6	100	0	·	-1
CCOc1ccc(CN2CCNC(=O)C2CC(=O)NCCc2cnccn2)cc1 (stereo not drawn)
  -13	-7	-18	-13	-5	·	0.0	108	-2	18	-4
CCOC(=O)/C(=C\Nc1ccc(OC(F)(F)F)cc1)Sc1ncc(C(F)(F)F)cc1Cl
  -3	6	21	29	-5	-29	-0.7	100	·	·	-15
COc1ccc(NS(=O)(=O)c2cc(NS(=O)(=O)c3cccs3)ccc2C)cc1
  -6	·	0	-9	4	9	-0.2	100	6	-5	-4
CC(C)CCNC(=O)c1onc(CSc2ccccn2)c1C(=O)NCCC(C)C
  10	3	40	0	-14	0	1.6	103	4	·	-2

# Following part:
# Order of values – dFosB act	SUMO Mot1 rescue	Arrestin-AP2 inh	SR-BI HDL uptake	PKA-R1A activ	SR-BI DiI-HDL act	CDK5 p35 inh	Pemphigus Ab inh	MITF TRPM1 HTS	NSD2 inh	PKA-R2B act
COc1cccc(C2Nc3ccc4ccccc4c3C3=C2C(=O)CC(C)(C)C3)c1OCC(=O)O (stereo not drawn)
  -12	-25	13	11	-3	-11	-1.2	101	-7	-9	-13
CC1SC(C)C(=O)N(CC(=O)NCc2ccc(F)cc2)C1=O (stereo not drawn)
  -3	-11	3	-9	1	9	1.0	100	15	-1	-7
Cn1cc(CN2CCC[C@H]2CO)c(-c2cccc(Cl)c2)n1
  -3	0	-3	-14	-3	14	2.5	101	-10	2	2
O=C(NCc1ccccc1CN1CCCC1)C1CCN(C(=O)c2ccc(F)cc2)CC1
  -17	·	-3	10	-5	-10	3.5	116	·	-2	0
CCCCN1c2ccccc2N(CCCO)c2cc(C)nnc21
  -8	11	-6	-17	-17	17	-1.1	97	17	·	0
Cc1c(NC(C)c2cc(Cl)ccc2O)c(=O)n(-c2ccccc2)n1C (stereo not drawn)
  0	455*	7	-4	-3	4	3.5	102	2	-2	-2
COC(=O)c1c(NS(=O)(=O)c2cccs2)sc2c1CCCC2
  4	-16	-3	-2	-7	2	0.7	105	-10	3	-11
CCOC(=O)c1c(C)[nH]c(C)c1S(=O)(=O)NCC(=O)Nc1ccccn1
  -5	-8	0	2	5	-2	-0.8	96	-7	-5	6
CCOc1ccc(NC(=O)CN(C)C(=O)c2cc(S(=O)(=O)N3CCCCC3)ccc2C)cc1OCC
  -16	-8	4	19	-9	-19	-0.5	118	-6	1	-13
O=C1c2ccccc2C(=O)C1c1ccccc1
  1	-2	3	3	0	12	-0.7	103	9	·	-1
Cc1cc(C)c(OCC(=O)NCC(c2ccco2)N2CCCCC2)c(C)c1 (stereo not drawn)
  -12	0	21	-5	0	5	-0.8	102	-6	4	7
CCCCN(C)CC(O)Cn1cc(/C=C/C(=O)c2cccs2)c2ccccc21 (stereo not drawn)
  10	-9	-2	-6	-6	6	0.8	125	-90	-9	7
CC(C)COc1ccc(C(=O)N(Cc2ccco2)C2CCS(=O)(=O)C2)cc1 (stereo not drawn)
  -7	-10	-1	-5	-6	5	0.1	·	6	5	-6
Brc1cccc(-c2nnc3sc(CNC4CCCC4)cn23)c1
  0	17	-1	-9	-13	9	-4.6	101	4	·	-1
Cc1ccc(C)c(N(C(=O)c2snc(C(N)=O)c2N)C(C(=O)NCC2CCCO2)c2ccc(C)o2)c1 (stereo not drawn)
  -16	546	-2	·	-1	·	-1.4	·	-25	-6	-1
COc1ccccc1-c1n[nH]c(=S)o1
  1	196	-1	-19	-3	19	0.8	76	-10	0	2
O=S(=O)(c1ccc(SCc2ccc(Cl)cc2)nc1)N1CCCC1
  -9	24	-8	-13	-2	13	-4.4	107	-2	-2	0
CCOc1ccc(/C=N/NC(=O)C2(O)c3ccccc3-c3ccccc32)cc1
  2	-21	5	·	2	·	1.5	98	7	-3	2
Cc1cc(-c2nnc3n2N=C(c2ccc(-c4ccccc4)cc2)CS3)n[nH]1
  -37	-5	4	27	-11	-27	-0.3	102	·	3	5
O=C(COC(=O)C1CCC1)NCc1ccccc1
  6	-2	9	0	-11	0	0.7	100	-2	1	-12

# Shown with the structure last: part of the list above
dFosB act | SUMO Mot1 rescue | Arrestin-AP2 inh | SR-BI HDL uptake | PKA-R1A activ | SR-BI DiI-HDL act | CDK5 p35 inh | Pemphigus Ab inh | MITF TRPM1 HTS | NSD2 inh | PKA-R2B act | SMILES
10 | -9 | -2 | -6 | -6 | 6 | 0.8 | 125 | -90 | -9 | 7 | CCCCN(C)CC(O)Cn1cc(/C=C/C(=O)c2cccs2)c2ccccc21 (stereo not drawn)
-7 | -10 | -1 | -5 | -6 | 5 | 0.1 | · | 6 | 5 | -6 | CC(C)COc1ccc(C(=O)N(Cc2ccco2)C2CCS(=O)(=O)C2)cc1 (stereo not drawn)
0 | 17 | -1 | -9 | -13 | 9 | -4.6 | 101 | 4 | · | -1 | Brc1cccc(-c2nnc3sc(CNC4CCCC4)cn23)c1
-16 | 546 | -2 | · | -1 | · | -1.4 | · | -25 | -6 | -1 | Cc1ccc(C)c(N(C(=O)c2snc(C(N)=O)c2N)C(C(=O)NCC2CCCO2)c2ccc(C)o2)c1 (stereo not drawn)
1 | 196 | -1 | -19 | -3 | 19 | 0.8 | 76 | -10 | 0 | 2 | COc1ccccc1-c1n[nH]c(=S)o1
-9 | 24 | -8 | -13 | -2 | 13 | -4.4 | 107 | -2 | -2 | 0 | O=S(=O)(c1ccc(SCc2ccc(Cl)cc2)nc1)N1CCCC1
2 | -21 | 5 | · | 2 | · | 1.5 | 98 | 7 | -3 | 2 | CCOc1ccc(/C=N/NC(=O)C2(O)c3ccccc3-c3ccccc32)cc1
-37 | -5 | 4 | 27 | -11 | -27 | -0.3 | 102 | · | 3 | 5 | Cc1cc(-c2nnc3n2N=C(c2ccc(-c4ccccc4)cc2)CS3)n[nH]1
6 | -2 | 9 | 0 | -11 | 0 | 0.7 | 100 | -2 | 1 | -12 | O=C(COC(=O)C1CCC1)NCc1ccccc1

# (list continues)
# Order of values – dFosB act	SUMO Mot1 rescue	Arrestin-AP2 inh	SR-BI HDL uptake	PKA-R1A activ	SR-BI DiI-HDL act	CDK5 p35 inh	Pemphigus Ab inh	MITF TRPM1 HTS	NSD2 inh	PKA-R2B act
CCCN(CCC)C(=O)c1ccc2nc(-c3ccc(OC)c(OC)c3)c(-c3ccc(OC)c(OC)c3)nc2c1
  -12	-12	-1	-8	4	8	-0.6	97	0	-21	3
Cc1ccc(CNC(=O)c2ccc3c(=O)c(O)c(-c4ccc(C)cc4)[nH]c3c2)cc1
  0	-16	10	23	-12	-23	-0.1	99	-55	·	-17
Cc1ccc(C(=O)O/N=C(\N)c2cccc([N+](=O)[O-])c2)cc1
  2	-15	-4	-2	-9	2	2.5	93	94*	3	-1
COC(=O)c1c(CSc2cccc(C)c2)noc1C(=O)NCc1ccco1
  -6	133	·	16	0	-16	-1.8	100	-10	·	6
